RAD54 inh: inhibitors of human RAD54 branch migration, primary screen, biochemical, fluorescence, single point; DNA repair and recombination protein RAD54-like (Homo sapiens), Q92698; AID 602329, 2012; RAD54 Holliday junction branch migration, FAM/BHQ fluorescence; inhibition, % at 10.4 µM; 360,000 tested, 0.14% active;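 active = mean normalized replicate activity at least 40 and at least half of replicates scoring 40 or more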;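 also: 0% = median of neutral control wells and 100% = median of positive control wells; inhibitors cause a drop in the FAM fluorescence signal; in these data hits start at about 50%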
Target sequence (Q92698 whole entry, looked up): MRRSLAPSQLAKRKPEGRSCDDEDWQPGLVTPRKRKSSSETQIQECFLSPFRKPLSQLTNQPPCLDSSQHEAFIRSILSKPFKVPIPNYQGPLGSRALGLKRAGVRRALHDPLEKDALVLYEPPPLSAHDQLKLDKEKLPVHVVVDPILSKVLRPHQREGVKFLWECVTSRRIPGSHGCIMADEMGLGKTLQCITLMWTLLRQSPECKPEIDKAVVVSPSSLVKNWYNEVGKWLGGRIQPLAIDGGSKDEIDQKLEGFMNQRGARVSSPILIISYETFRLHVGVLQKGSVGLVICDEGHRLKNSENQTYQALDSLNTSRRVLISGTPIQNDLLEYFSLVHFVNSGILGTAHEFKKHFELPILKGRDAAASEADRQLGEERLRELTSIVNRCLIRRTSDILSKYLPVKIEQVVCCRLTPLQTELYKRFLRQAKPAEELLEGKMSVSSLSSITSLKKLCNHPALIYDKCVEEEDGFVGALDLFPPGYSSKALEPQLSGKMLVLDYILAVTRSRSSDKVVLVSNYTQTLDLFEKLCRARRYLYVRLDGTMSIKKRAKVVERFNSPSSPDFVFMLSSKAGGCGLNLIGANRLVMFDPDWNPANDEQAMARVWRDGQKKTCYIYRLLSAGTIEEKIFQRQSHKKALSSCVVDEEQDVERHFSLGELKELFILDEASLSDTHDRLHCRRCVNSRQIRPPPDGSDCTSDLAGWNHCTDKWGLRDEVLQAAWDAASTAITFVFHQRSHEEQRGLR
miR-122 sensor: miR-122 Renilla sensor signal increase in Huh7, primary screen, miR-122 inhibitor project, cell-based, single point, plate reader | Huh7 miR-122 Renilla luciferase sensor, 48 h; neutral wells = 0, positive control = 100 | activation (reporter increase), % at 12.5 µM | 340,000 tested, 0.3% active;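 active = mean replicate activation score at least 90 and every replicate individually at or above 90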;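 also: higher luciferase means less miR-122 activity so hits act as miR-122 inhibitors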
ERAP1 inh: human ERAP1 aminopeptidase inhibitors, primary screen, biochemical, single point, plate reader; Endoplasmic reticulum aminopeptidase 1 (Homo sapiens), Q9NZ08; recombinant ERAP1, Leu-AMC fluorescence, 60 min; inhibition, % at 10.7 µM; 340,000 tested, 0.15% active; AID 652197, 2013;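 active = mean replicate inhibition of at least 30%, or all replicates individually reaching that 30% level; inactive = mean below 30% and not every replicate reaching it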;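 also: 0% = neutral control wells and 100% = L-leucinethiol positive control wells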
PglD inh: C. jejuni PglD acetyltransferase inhibitors, primary screen, biochemical, DTNB colorimetric, single point; 360,000 tested, 0.098% active; UDP-N-acetylbacillosamine N-acetyltransferase PglD (Campylobacter jejuni); purified PglD enzyme, DTNB colorimetric CoA detection; AID 602405, 2012; inhibition, % at 12.5 µM; in the data active = inhibition above about 16%, passing the limit was not always enough; also: strong numbers were not always called active
Cneo AK release: Cryptococcus neoformans cell lysis inducers, primary screen, AK release luminescence, single concentration; AID 651654, 2012; 360,000 tested, 0.2% active; C. neoformans lysis, adenylate kinase release luminescence, 4 h; normalised: neutral wells 0, clomiphene wells 100; lysis activity, % at 15 µM;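 active = mean lysis activity across replicates of at least 80%, whatever share of replicates individually reach that level; inactive = mean lysis activity below 80%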
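Test system: log-phase Cryptococcus neoformans yeast cells. Input: 5 × 10^6 yeast cells/mL. Medium: fresh YPD growth medium. Doses: single dose. Incubation: static 4 h at 37 °C with compound, 1 h detection. Measured by: luminescent adenylate kinase detection reagent. Read-out: signal increase indicating cell lysis. Benchmarks: Clomiphene.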
PGC1a acetyl inh: inhibitors of PGC1a acetylation signal, primary screen, cell-based, U2OS, AlphaScreen, inhibitor mode; AlphaScreen anti-acetyl-lysine; with virally co-expressed GCN5 acetyltransferase; inhibition, % at 15.6 µM; 350,000 tested, 0.17% active;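 active = every replicate shows inhibition of at least 40%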;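 also: 0% = neutral control wells and 100% = positive control wells; some results beyond the cut were filed as inactive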
RAD52 anneal inh: RAD52 DNA annealing inhibitors, primary screen, biochemical, FRET, single point, set 2. 360,000 tested, 0.46% active. AID 651710, 2012. inhibition, % at 18.7 µM. recombinant RAD52 DNA annealing, FRET fluorescence;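 active = every replicate showing at least 50% inhibition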
E-selectin induc: E-selectin induction in HUVECs, primary screen, imaging, HUVEC, immunofluorescence imaging, single point; AID 686992, 2013; activation, % at 7.58 µM; normalized: neutral wells 0, TNF-alpha wells 100; 260,000 tested, 0.37% active;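 active = mean E-selectin-positive cell signal at least 10% of the positive control, reached in at least 60% of replicates, without over 20% cell loss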;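 also: in these data hits start at about 27%; measured in HUVEC primary endothelial cells; signal is the percent of cells scored E-selectin positive by PE staining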
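Material: HUVEC primary endothelial cells; Amount: 3,000 cells per well; Dosing: single concentration; Medium: EGM-2 growth medium on 0.1% gelatin-coated wells; Read-out basis: percent E-selectin-positive cells; Signal: immunofluorescence imaging; Control set: TNF-alpha, DMSO.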
Active calls of the source: *; i = inactive; x = no result given; & = joins results of further samples; [ ] = remark or other dose. These rows are one share of the data. The share of hits here may be higher or lower than overall.

SMILES | RAD54 inh | miR-122 sensor | ERAP1 inh | PglD inh | Cneo AK release | PGC1a acetyl inh | RAD52 anneal inh | E-selectin induc
O=c1[nH]c(=S)n(CCC2=CCCCC2)c(O)c1/C=N/N1CCOCC1 | -3.0 | -3.8 | x | -1.4 | 1.0 | -0.6 | -60.3 | x
O=C(Nc1ccc(F)cc1F)c1cccn(Cc2ccccc2)c1=O | -2.0 | -7.0 | 0.4 | -5.7 | 0.9 | 7.1 | -7.4 | x
C/C=C/c1ccc(C2[C@@H]3CN(C(=O)c4cnccn4)C[C@H]2N3)cc1 (some centres not stated) | x | x | -0.9 | x | x | 1.8 | 18.4 | 0.0
C/C(=N\Nc1ccccc1)c1c(O)n(-c2ccccc2)c(=O)[nH]c1=O | -0.3 | 1.7 | x | 1.9 | 7.2 | 10.3 | -9.2 | x
Cc1nc2ccccc2c(=O)n1-c1ccccc1C(F)(F)F | -3.7 | 1.2 | -1.1 | 0.7 | -1.2 | -13.1 | 2.3 | x
CC(=O)c1c(C)n(Cc2ccccc2Cl)c2ccc(O)cc12 | x | -2.7 | -6.1 | x | x | -47.8 | -33.7 | -0.3
O=C1NC(=O)N(c2ccccc2)C(=O)/C1=C/c1ccoc1 | -40.3 | 0.4 | 1.3 | 2.7 | -0.1 | -0.7 | -388.0 | 1.8
CN1CCCC2c3ccccc3CCC21 (configuration not stated) | 3.0 | 4.3 | 2.5 | 2.2 | 0.8 | -7.5 | -31.3 | x
Cn1c(O)c(N=Nc2cccc(S(=O)(=O)N3CCOCC3)c2)c(=O)n(C)c1=O | 6.6 | 1.5 | 0.0 | -17.6 | -2.4 | x | 4.2 | x
COc1c(O)ccc2c1-c1c3c(cc4c1C(C2)N(C)CC4)OCO3 (configuration not stated) | -1.9 | 0.0 | 0.7 | 0.8 | 0.3 | 6.4 | 6.1 | -0.2
Clc1ccc(COC(Cn2ccnc2)c2ccc(Cl)cc2Cl)cc1 (configuration not stated) | 4.1&-14.5 | -0.7 | 4.9 | -3.3&5.0 | 1.2&-4.5 | -36.0 | -3.2 | 0.9
O=C(O)Cn1cc(/C=C2\C(=O)NC(=O)N(Cc3ccco3)C2=O)c2ccccc21 | x | -16.6 | 8.2 | x | x | 10.3 | -125.1 | x
Cc1ccc(-n2c(O)c(C=Nc3ccccc3N)c(=O)[nH]c2=O)cc1C | -5.3 | -0.2 | x | -1.6 | -2.2 | -7.2 | x | x
O=C(COc1ccccc1)N1CCN(C2CC3CCC2C3)CC1 (configuration not stated) | 5.2 | -11.9 | x | 1.0 | -4.2 | -1.3 | x | x
O=c1[nH]cnc2nc(-c3ccc(N(CCCl)CCCl)cc3)[nH]c12 | -0.5 | x | 0.0 | -4.3 | -0.7 | 16.9 | -119.9 | 1.2
CC(Cc1ccccc1)/[N+]([O-])=C\c1ccc(C(F)(F)F)cc1 (configuration not stated) | 8.6 | -6.5 | -2.4 | -4.0 | -0.3 | x | -12.4 | x
COc1ccc(-n2c(=O)[nH]c3ccccc3c2=O)cc1 | 0.0 | -5.9 | x | 2.1 | -2.6 | 7.1 | x | x
Cn1cc(/C=C2\C(=O)NC(=O)N(c3ccccc3)C2=O)c2ccccc21 | -8.2 | x | -1.5 | 3.5 | 2.0 | x | i | 0.4
CCOC(=O)CNC(=O)N1Cc2cc(-c3cccc(F)c3)ccc2-n2nncc2C1 | 2.0 | 6.4 | 4.2 | -5.8 | -1.3 | -1.5 | 3.3 | 0.2
COc1ccc(C#Cc2ccc([C@H]3[C@@H](CO)N4CCCCN(C(=O)Cc5ccncc5)C[C@H]34)cc2)cc1 | -12.5 | 10.2[16.7 µM] | -2.0 | -1.8 | 50.1 | -5.5 | -108.9 | 0.0
COC1=C(C)C(=O)O[C@]12C(=O)C(C)=C1CCCCN3[C@H]([C@@H]4C[C@H](C)C(=O)O4)CC[C@]132 | 0.6 | x | 5.2 | -0.3 | 0.2 | x | -22.5 | -0.3
c1ccc(C2CC3CC4(CCCC4)N2O3)cc1 (configuration not stated) | 4.6 | -3.1 | x | -2.3 | 1.4 | 5.9 | x | x
O=c1[nH]c2ccccc2n1C1CCN(C(CCc2ccccc2)c2nnnn2C2CCCC2)CC1 (configuration not stated) | 11.5 | 2.1 | 10.8 | 3.4 | -12.3 | 7.7 | -13.6 | 0.3
O=C(CCc1nc(-c2ccccc2F)no1)N1CCC2(CC1)OCCO2 | -4.2 | -4.0 | x | -5.0 | -0.8 | 1.2 | x | x
Cc1nn(C2CCOC(C)(C)C2)c2c1C(c1ccc3c(c1)OCO3)SCC(=O)N2 (configuration not stated) | -6.7 | -7.4 | x | 3.8 | -6.0 | -22.6 | x | x
O=C(Cc1ccccn1)N1CCCCN2[C@H](CO)[C@H](c3ccc(Br)cc3)[C@H]2C1 | -1.8 | 1.6[16.7 µM] | -2.8 | 9.3 | -0.1 | 8.0 | -21.0 | -0.4
CC(C)(C)C(=O)Nc1ccc(S(=O)(=O)N2CC3CC(C2)c2cccc(=O)n2C3)cc1 (configuration not stated) | 9.1 | -1.2 | 0.8 | -2.6 | 1.4 | -1.1 | -2.2 | x
C[C@@H](N)Cc1cnc[nH]1 | -2.6 | -1.8 | 0.9 | -0.5 | -0.2 | -1.5 | 8.9 | 0.2
COc1ccc(C(=O)C2CCCN(C3CSCCSC3)C2)c(OC)c1 (configuration not stated) | 6.4 | 1.4 | 3.4 | 1.6 | -0.8 | 6.7 | -30.9 | 0.1
COP(=O)(/C=C(\Cl)c1ccccc1)/C=C(\Cl)c1ccccc1 | 1.8 | 80.1 | -9.2 | 6.9 | 0.5 | -0.9 | -13.2 | -0.3
CN(C)c1ccc(CN2CC=C(c3ccc(F)cc3)CC2)cc1 | -5.5 | -4.0 | x | -1.6 | 0.5 | -14.6 | x | x
CCN(CC)CCCC(C)N=C(c1ccccc1)c1c(O)n(C)c(=O)n(C)c1=O (configuration not stated) | -5.9 | -0.6 | x | 1.8 | -3.0 | 8.4 | x | x
CCCCC1(CN2CCCC2=O)C(=O)NC(=O)NC1=O | 3.9 | -2.4 | x | -2.0 | 7.4 | -18.3 | x | x
C[n+]1ccc(-c2ccccc2)c2ccccc21 | 9.6 | 0.2 | 1.2 | 0.8 | -0.4 | -2.9 | -10.1 | -0.3
COc1cccc(C(c2nnnn2C2CCCC2)N2CCC3(CC2)C(=O)NCN3c2ccccc2)c1OC (configuration not stated) | 0.9 | 50.6 | x | -4.0 | -6.2 | -34.1 | -7.2 | -1.4
CCOC(=O)CSCCOc1ccc(C=C2C(=O)NC(=O)NC2=O)cc1OC | 7.6 | 0.9 | 3.8 | -1.8 | 5.1 | 3.7 | -19.1 | x
Cc1ccnc(-n2c(-c3ccccc3)nc3ccccc3c2=O)c1 | 2.4 | -0.1 | -2.0 | -11.3 | 0.5 | 1.4 | -2.9 | x
COC(=O)[C@H]1[C@H](CO)[C@H]2Cn3c(ccc(-c4ccccc4)c3=O)[C@@H]1N2CC1CCOCC1 | -2.3 | -5.2[16.7 µM] | 0.2 | 0.0 | 0.9 | -1.2 | -3.2 | 1.5
CCCCn1c(O)c(/C(C)=N/NC(=O)Nc2ccccc2)c(=O)[nH]c1=O | x | x | 4.4 | x | x | 12.0 | -7.8 | -0.2
CN1C[C@@H]2C[C@@H](c3cccn3-c3ccccn3)N3CCC[C@@]23C1=O | 1.8 | 2.1 | -1.3 | 0.8 | 0.8 | -0.4 | -17.3 | -0.1

Exported tab-delimited: entries from further up
smiles	RAD54 inh	miR-122 sensor	ERAP1 inh	PglD inh	Cneo AK release	PGC1a acetyl inh	RAD52 anneal inh	E-selectin induc
C[C@@H](N)Cc1cnc[nH]1	-2.6	-1.8	0.9	-0.5	-0.2	-1.5	8.9	0.2
COc1ccc(C(=O)C2CCCN(C3CSCCSC3)C2)c(OC)c1 (configuration not stated)	6.4	1.4	3.4	1.6	-0.8	6.7	-30.9	0.1
COP(=O)(/C=C(\Cl)c1ccccc1)/C=C(\Cl)c1ccccc1	1.8	80.1	-9.2	6.9	0.5	-0.9	-13.2	-0.3

(cont.)
SMILES | RAD54 inh | miR-122 sensor | ERAP1 inh | PglD inh | Cneo AK release | PGC1a acetyl inh | RAD52 anneal inh | E-selectin induc
Clc1cccc(CNCCc2ccc3c(c2)OCO3)c1 | -3.4 | x | -3.0 | 7.1 | 0.8 | 7.0 | -18.0 | -0.1
COc1ccc2c(c1)NP(=S)(Oc1ccccc1)N2 (configuration not stated) | -3.7 | 6.9 | 3.0 | -5.8 | -4.4 | 12.7 | -13.5 | -0.1
COc1ccccc1CN1CCCCC1c1cccnc1 (configuration not stated) | 0.8 | -19.2 | x | 2.3 | -1.0 | -3.2 | x | x
CC1(C)CC2(CCO1)NCCN1C(=O)CSC12 (configuration not stated) | 1.6 | -0.7 | x | 3.9 | 1.0 | 8.3 | x | x
O=C(O)CC1OCC=C2CN3CCC45c6ccccc6NC4C1C2CC35 (configuration not stated) | 2.7 | -1.3 | -0.8 | -6.6 | 4.2 | x | -24.1 | 0.1
COc1ccc(/C=C2\C(=O)NC(=O)N(CCC3=CCCCC3)C2=O)c(OC)c1 | -11.0 | 1.0 | -0.6 | 7.6 | -0.3 | x | -88.3 | -1.1
C=C(Cl)CSC(=S)N(CC)CC | -4.5 | -2.1 | -1.2 | 3.0 | 9.2 | -21.2 | -14.6 | x
Cc1ccc(-[n+]2c(Cc3nn(-c4ccccc4)c(C)[n+]3-c3ccc(C)cc3)nn(-c3ccccc3)c2C)cc1 | -11.7 | 0.6 | -0.9 | -4.7 | 0.7 | -2.2 | -16.8 | 6.9
Cc1ccccc1N1CCN(Cc2ccc3c(c2)OCO3)CC1 | -12.9 | 5.6 | -0.7 | -2.8 | 2.1 | 2.1 | 1.3 | 1.5
CSCCC(N=Cc1c(O)n(-c2ccc(Cl)cc2)c(=O)[nH]c1=O)C(=O)OC(C)(C)C (configuration not stated) | -1.3 | -10.2 | x | 1.9 | -1.8 | -1.8 | x | x
CCOCCN1CCC(OC(C)=O)C(C)C1 (configuration not stated) | -5.9 | -0.5 | x | x | 2.6 | 41.8* | x | x
COc1ccc(CCNCc2cc(OC)cc(OC)c2)cc1 | -3.5 | -0.2 | 2.4 | -5.4 | -0.1 | 4.0 | -10.7 | 0.0
CCC(C)NC(=O)CCC(=O)OC1O[C@H]2OC3(C)CC[C@H]4[C@H](C)CCC(C1C)C24OO3 (some centres not stated) | -18.5 | x | 0.4 | -3.6 | -15.2 | 23.3 | -16.0 | 1.1
CCOCCc1c(O)[nH]c(=S)[nH]c1=O | -8.8 | -5.6 | 8.7 | -4.6 | -0.9 | -3.3 | -53.6 | x
COc1ccc(/C=C2\C(=O)NC(=O)N(Cc3ccccc3)C2=O)c(OC)c1OC | -0.9 | -0.4 | 4.3 | -0.6 | 0.3 | -10.0 | -29.5 | -0.8
CCc1nc2ccccc2c(=O)n1-c1ccccc1OC | -13.5 | 1.1 | -1.4 | 7.7 | -0.8 | 4.9 | -9.6 | x
S=C1Nc2ccccc2Sc2ccccc21 | -5.3 | -4.0 | -0.5 | 3.5 | 11.0 | -19.2 | -10.4 | x
